# Screening results (PubChem BioAssay)
# GPR55 LPI antagonism: GPR55 antagonists blocking LPI-driven arrestin recruitment, primary screen, imaging, U2OS, beta-arrestin-GFP, LPI agonist (AID 2013); one-dose inhibition, % at 10 µM; IC50 in µM for titrated hits; 290,000 tested, 0.13% active; U2OS GPR55 beta-arrestin-GFP translocation imaging, LPI antagonism; higher % means a stronger effect;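 active means spots per cell inhibited over 60%, with over 100 cells counted and total cytoplasm intensity under 500,000; inconclusive means wells with under 100 cells, flagged as likely toxic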;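 further: U2OS cells stably carrying GPR55 and arrestin-GFP stimulated by 5 µM LPI near EC80; imaged beta-arrestin-GFP aggregate spots per cell after agonist stimulation; plate controls were LPI-stimulated DMSO wells for no effect and DMSO wells without LPI for full effect; some results filed as inactive read as strong as hits; confirmed hits need IC50 under 10 µM and bright autofluorescent wells are also inconclusive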
# GPR55 beta-arrestin: GPR55 agonists via beta-arrestin recruitment, primary screen, imaging, U2OS cells, beta-arrestin-GFP redistribution (AID 1961) | U2OS GPR55 beta-arrestin-GFP redistribution imaging; higher % means a stronger effect | activation, % at 10 µM, or EC50 in µM where a hit was titrated | 290,000 tested, 0.048% active;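 active means activation above 40% with more than 50 cells counted in the well; inconclusive means wells holding fewer than 50 cells, flagged as toxic or sparse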;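 further: U2OS osteosarcoma cells stably expressing GPR55 and beta-arrestin-GFP; plate controls were DMSO negative control for no effect and LPI positive control for full effect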
# Myeloid diff 2: promotes myeloid progenitor differentiation; ER-HoxA9 myeloid progenitors, lysozyme-GFP differentiation, flow cytometry; 360,000 tested, 1% active; calls only at 10 µM;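 active means normalized GFP-positive differentiation at or above the plate's own cutoff, the solvent-only control mean plus 3 SD; inconclusive means no clear call, values can overlap the other calls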;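 further: cells exposed to compound for four days before flow analysis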
# KOR beta-arrestin-1: kappa opioid receptor activators – cell-based, luminescence, uHTS, primary screen (AID 1777) | KOR beta-arrestin recruitment, luminescence; higher % means a stronger effect | one-dose activation, % at 10 µM; EC50 in µM for titrated hits | 280,000 tested, 0.02% active; in the data active means activation above about 50%, passing the limit was not always enough; further: a part of the inactive calls stands beside numbers as strong as those of hits
# NTR1 ag: agonists of NTR1, primary screen, imaging, U2OS cells, beta-arrestin-GFP, high content (AID 493036). activation, % at 20 µM. P30989. 330,000 tested, 0.17% active. NTR1-U2OS beta-arrestin-GFP spot imaging, agonist mode;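 active means activation at or above 40% of the spot to cytoplasm intensity ratio, with at least 20 cells analyzed; inconclusive means wells under 20 cells, flagged as cytotoxic or low count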;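 further: 0% = DMSO without peptide and 100% = 100 nM NTR1 peptide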
# Target sequence (P30989 whole entry, looked up): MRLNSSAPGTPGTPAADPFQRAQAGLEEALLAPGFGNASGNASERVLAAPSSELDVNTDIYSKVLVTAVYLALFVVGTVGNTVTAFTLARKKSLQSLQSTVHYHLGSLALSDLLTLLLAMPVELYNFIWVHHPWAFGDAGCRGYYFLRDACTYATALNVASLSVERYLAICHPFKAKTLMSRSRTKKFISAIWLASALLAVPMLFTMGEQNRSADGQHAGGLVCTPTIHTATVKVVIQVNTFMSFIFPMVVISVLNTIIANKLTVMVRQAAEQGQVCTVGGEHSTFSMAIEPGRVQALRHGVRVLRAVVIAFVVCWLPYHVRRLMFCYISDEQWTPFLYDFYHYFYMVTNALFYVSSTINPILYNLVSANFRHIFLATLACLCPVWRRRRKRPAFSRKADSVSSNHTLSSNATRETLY
# T cell HTS: modulates CD8 T cell binding to vesicles. 2C CD8+ T cell-vesicle binding, flow cytometry; hits give low values. AID 2052. 330,000 tested, 0.068% active. calls only at 7 µM;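 active means response, share of CD8 T cells binding vesicles, and their 90th percentile fluorescence all below set limits, cut at about 80% in these data, passing the limit was not always enough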
#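 material = purified 2C TCR transgenic mouse naive CD8+ T cells | controls = Unloaded micro-vesicles (low), QL9 vesicles with 0.7% DMSO (high) | detection = cytometric PE anti-B7-1 and Alexa647 anti-CD8 signals after 1% paraformaldehyde fixation | incubation = binding step 1.5 h, 37 °C, antibody labelling 20 min, ice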
# HEK293 NOD2/NF-kB: NOD2 signaling inhibitors, cell-based, luminescence, uHTS, HEK293 (AID 1566); HEK293 NOD2/NF-kB luciferase reporter, luminescence; higher % means a stronger effect; inhibition, % at 4 µM; hits with a dose series show EC50 in µM; 290,000 tested, 0.63% active; further: many of its hits are not listed in these tables
# KOR beta-arrestin-2: kappa opioid receptor blockers – cell-based, luminescence, uHTS (AID 1778); KOR beta-arrestin recruitment, luminescence, antagonist mode; higher % means a stronger effect; inhibition, % at 10 µM, or IC50 in µM where a hit was titrated; 290,000 tested, 0.091% active; further: strong numbers were not always called active
# NOD1 NF-kB reporter: NOD1 signaling inhibitors, primary screen, cell-based, luminescence, uHTS (AID 1578) | NOD1-driven NF-kB luciferase reporter cells, luminescence; higher % means a stronger effect | inhibition, % at 4 µM; hits with a dose series show EC50 in µM | 290,000 tested, 1% active; in the data active means inhibition mostly above about 36%, no sharp cut-off; inactive means mostly below about 34%;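 further: HEK-293T reporter cells stimulated with the NOD1 agonist gamma-tri-DAP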
# T cell HTS vesicle-bound %: further read-out of T cell HTS, marked with its call; double positive events, %; measured here: CD8+ vesicle-bound cell fraction;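 binding gate set so that unloaded-vesicle control wells show 10% double positive cells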
# NTR1 ag cell count 20 µM: second read-out of NTR1 ag, no call of its own (marks repeat the call); cell count; measured here: cell count, cytotoxicity flag
# Myeloid diff 2 GFP+ MAC1+ %: also measured in Myeloid diff 2; calls as there; GFP+ MAC1+ double positive, %; measured here: differentiation confirmed by MAC1 staining
# * = called active by the depositor; i = inactive; ? = inconclusive; · = no result given; + = active, no number; [ ] = remark or other dose. Unless noted, no stated cut-off is given here; in the data, active means inhibition above about 50%; inactive means the rest.
SMILES,GPR55 LPI antagonism,GPR55 beta-arrestin,Myeloid diff 2,Myeloid diff 2 GFP+ MAC1+ %,KOR beta-arrestin-1,NTR1 ag,NTR1 ag cell count 20 µM,T cell HTS,T cell HTS vesicle-bound %,HEK293 NOD2/NF-kB,KOR beta-arrestin-2,NOD1 NF-kB reporter
Cc1cc(C)n2nc(CNS(=O)(=O)c3ccc(F)cc3)nc2n1,-4%,0.4%,i,1.4,3.2%,1.9,49,i,31,21%,0%[20 µM],12%
CC(C)(C)c1ccc(-c2nc3[nH]c(=O)cc(NC(=O)c4ccco4)n3n2)cc1,14%,-0.1%,i,3.3,6.9%,3.8,62,i,41,-108%,-4%,-48%
COCCN(C(=O)c1cc(OC)c(OC)c(OC)c1)c1c(N)n(Cc2ccccc2)c(=O)[nH]c1=O,?,1.8%,i,0.8,3.8%,0.4,35,i,14,-12%,3%,-49%
CCSc1nc(-c2ccccc2)nc(C(Cl)Cl)n1,-2%,0.2%,?,·,-5.8%,11,44,i,12,-24%,38%,-36%
CCC(C)(C)n1nnnc1C(c1ccc(F)cc1)N1CCN(C(=O)c2ccco2)CC1 (stereo unspecified),16%,0.2%,i,1.7,-0.5%,0.3,55,i,32,19%,-50%,-22%
CC(=O)N1CCOc2ccc(S(=O)(=O)NCc3ccccc3Cl)cc21,-1%,0.4%,i,0.0,-2.0%,0.2,69,i,16,11%,-49%,12%
Cc1noc(C)c1S(=O)(=O)N1CCC(C(=O)N2CCN(c3ccccc3Cl)CC2)CC1,1%,-0.1%,i,0.8,-0.3%,0.7,56,i,33,21%,-11%,-33%
CC1Cc2ccccc2N1C(=O)c1ccc(N2CCCCC2)c([N+](=O)[O-])c1 (stereo unspecified),15%,0.6%,i,0.3,-5.8%,5.4,56,i,58,1%,0%,-9%
COCCn1cnc2c1c(=O)n(Cc1cc(C(C)=O)ccc1OC)c(=O)n2Cc1ccccc1,6%,0.3%,i,0.7,-2.3%,2.2,45,i,20,-16%,-20%,52%
C=CCn1c(Cc2ccccc2)n[nH]c1=S,9%,0.1%,i,0.7,·,-0.4,56,i,54,3%,-6%[20 µM],-10%
COc1ccc(OC)c(NC(=O)C2=C(C)NC(=O)NC2c2cccs2)c1 (stereo unspecified),-3%,-0.5%,i,1.1,-0.8%,-0.2,48,i,36,17%,-44%,6%
COc1ccc(Oc2coc3cc(OC(=O)/C=C/c4ccc(F)cc4)ccc3c2=O)cc1,-2%,-0.2%,i,1.0,12%,1.6,76,i,5,15%,-3%,-9%
O=[N+]([O-])c1cc(-c2n[nH]c(-c3ccccc3)n2)cc([N+](=O)[O-])c1,13%,-0.1%,i,2.0,-2.9%,6.0,47,i,32,41%,0%,51%
COC(=O)C1(C)NC(c2ccc(C)cc2)C2C(=O)N(c3ccc(F)cc3)C(=O)C21 (stereo unspecified),3%,1.1%,i,0.8,-1.8%,-1.4,55,i,38,23%,17%,-11%
Cc1nnc2n1N=C(c1ccccc1)CS2,2%,0.3%,i,0.6,-3.7%,0.0,78,i,32,-18%,36%,-8%
CCOc1ccccc1C(=O)N/N=C/c1ccoc1,-2%,-0.1%,i,0.2,-1.4%,-0.8,66,i,9,4%,-2%,-18%
COc1ccc(S(=O)(=O)N2CCN(c3ccccc3)CC2)cc1,14%,-0.1%,i,0.6,·,-0.8,95,i,29,14%,-14%[20 µM],-7%
Cc1ccc(C(=O)Nc2ccc(F)cc2)o1,-6%,0.1%,i,0.4,1.2%,-0.3,53,i,30,-19%,22%,-56%
CCc1ccc2nc(N(CCCN(C)C)C(=O)c3ccc(S(=O)(=O)N4CCCC4)cc3)sc2c1,13%,0.3%,i,1.0,-2.1%,1.1,53,i,26,1%,8%,-23%
Cc1cccc(C)c1Oc1nc(-c2ccccc2)ncc1S(=O)(=O)c1ccccc1,10%,0.2%,i,0.8,2.2%,4.1,56,i,21,0%,19%,19%
CCO[C@H]1OC(C(=O)N2CCN(Cc3ccc4c(c3)OCO4)CC2)=C[C@@H](C2CCCCC2)[C@@H]1CCCO,5%,0.2%,i,1.5,-1.0%,6.8,78,i,17,-11%,10%,-4%
CC(NC(=O)c1ccccc1)c1nc2ccccc2n1Cc1ccccc1F (stereo unspecified),9%,-0.1%,·,·,-0.3%,1.0,60,i,46,-6%,18%,2%
CN(C)CCCN(C(=O)COc1ccccc1)c1nc2cc3c(cc2s1)OCO3,28%,-0.2%,i,1.6,4.8%,1.3,61,i,61,13%,-7%,2%
CC(=O)Nc1ccc(-c2ccc(NC(C)=O)cc2)cc1,-4%,-0.1%,i,0.4,-4.6%,2.5,103,i,58,4%,22%,-37%
Cc1nnc(SCc2nc3ccccc3s2)n1N,16%,0.0%,i,0.7,-7.9%,0.5,49,i,25,-62%,23%,-44%
COc1ccc(OCC(O)CN2C(=O)c3ccccc3C2=O)cc1 (stereo unspecified),14%,-0.1%,+,3.4*,-2.5%,-1.1,91,i,36,-2%,-2%,-6%
CSc1nnc(-c2cc[n+](C)cc2)n1CCO,21%,0.7%,i,0.3,0.1%,2.7,57,i,32,17%,15%,-3%
Cc1ccc(NC(=O)c2cc(-c3ccccc3)nn2-c2ccccc2)c(Br)c1,-1%,-0.2%,i,0.6,-4.2%,2.1,50,i,48,34%,3%,55%
COc1cccc(NC(=S)Nc2cccc3ccccc23)c1,4%,-0.1%,i,1.9,3.8%,4.0,63,i,50,-218%,34%,39%
CCN(CC)S(=O)(=O)c1ccc(N2CCCC2)c(NC(=O)CC(C)(C)C)c1,10%,0.3%,i,0.2,1.3%,2.1,59,i,18,5%,-16%,2%
C=CCNC(=O)CN1CCC(O)(c2ccccc2)CC1,10%,-0.1%,i,5.2,1.9%,-0.1,61,i,9,-7%,10%,-12%
COc1ccc(NC2CCCN(C(=O)CCC(=O)c3ccc(F)cc3)C2)cc1 (stereo unspecified),0%,-0.1%,i,0.7,-4.6%,-0.7,41,i,66,-7%,-16%,-23%
Cc1ccc(NC(=O)C2C3C=CC4(CN(Cc5cccnc5)C(=O)C24)O3)cc1 (stereo unspecified),8%,-0.1%,i,0.9,-4.4%,-0.4,54,i,60,-14%,27%,-19%
CCC(=O)N1c2ccc(S(=O)(=O)N3CCN(C)CC3)cc2CC1C (stereo unspecified),-4%,-0.1%,i,0.8,3.6%,2.1,58,i,8,19%,17%,-9%
CCCNC(=O)c1cc(SC)ccc1Cl,-7%,-0.1%,i,0.6,0.5%,-2.1,45,i,52,0%,-39%,-8%
Cc1ccccc1S(=O)(=O)NCC1CCCO1 (stereo unspecified),-20%,-0.2%,i,0.5,-3.8%,0.6,57,i,65,1%,-2%[20 µM],-34%
Cc1cc(C(=O)CN2C(=O)NC(C)(c3cccc(Br)c3)C2=O)c(C)n1Cc1ccco1 (stereo unspecified),9%,0.6%,i,1.3,0.3%,3.0,69,i,43,14%,2%,-4%
COc1ccccc1NC(=O)NCc1ccccc1F,7%,0.7%,i,0.5,-3.3%,-2.1,79,i,45,11%,-9%,-19%
CNC(=O)c1cc2cc(OC)ccc2n1CCN(Cc1ccccc1)Cc1ccccc1,-1%,-0.1%,i,1.2,-3.0%,2.6,61,i,24,-15%,31%,-27%
COC(=O)c1cccc(COC(=O)CNC(=O)c2ccco2)c1,5%,0.6%,i,0.6,-0.7%,-1.2,91,i,35,9%,2%,-18%
COc1ccc(C(=O)NCCCCCC(=O)N/N=C/c2ccco2)cc1OC,2%,0.1%,i,0.8,-0.1%,0.3,37,i,43,4%,32%,-34%
COc1cc(N=C(N)N=C(N)N)cc(OC)c1,9%,-0.1%,i,1.0,-2.8%,0.1,63,i,22,-12%,9%[20 µM],-29%
Cc1n[nH]c(C)c1Cc1c(F)cccc1Cl,-4%,-0.2%,i,0.4,2.6%,0.3,49,i,22,11%,-8%,-5%
O=C(Cn1nnc(-c2ccc(Cl)cc2)n1)NC1CCN(Cc2ccccc2)CC1,6%,-0.2%,i,1.7,-4.4%,-1.9,65,i,61,-12%,-12%,-1%
CCOC(=O)N1CCN(c2c(N3CCN(C(=O)OCC)CC3)c(=O)c2=O)CC1,24%,1.8%,i,0.3,2.4%,0.4,57,i,55,-4%,17%,1%
O=C(NC1CC1)C1CCCN1S(=O)(=O)c1ccc2ccccc2c1 (stereo unspecified),4%,0.0%,i,0.4,-0.6%,-0.9,95,i,14,14%,11%,1%
CC(C)(C)C(=O)OCc1nc(-c2ccc3c(c2)OCCO3)cs1,-1%,0.6%,i,0.5,2.8%,2.3,48,i,65,-30%,-18%,-18%
COc1cc(C(=O)NC2CCCCC2)ccc1OC1CCN(C(C)=O)CC1,-3%,0.4%,i,0.2,-1.9%,0.5,40,i,44,-4%,-21%[20 µM],2%
CCCOc1ccc(CNC(=O)C2CCN(C(=O)N3CCOc4ccccc43)CC2)cc1,-4%,0.0%,i,3.5,·,0.8,70,i,52,-27%,-22%[20 µM],11%
CCC[C@@H]1C[C@@]1(CCC)[C@@H](NC(=O)c1ccccc1)c1ccc(C(=O)OC)cc1,-2%,-0.1%,i,0.3,0.2%,3.7,54,·,·,12%,-37%,-23%
O=C(CCC1CCCCC1)Nc1nnc(C(F)(F)F)s1,11%,-0.1%,i,0.8,3.1%,1.1,60,·,·,39%,-54%[20 µM],77%*
O=C(Cn1c(=O)oc2ccccc21)Nc1nnc(N2CCCCCC2)s1,-2%,-0.2%,i,1.1,6.6%,-0.8,63,i,42,10%,-9%,4%
O=C(NNS(=O)(=O)c1ccc(F)cc1)c1sccc1-n1cccc1,12%,0.0%,i,0.4,0.3%,0.5,44,i,34,23%,9%,-27%

# A few values from above:
# GPR55 LPI antagonism with O=C(Cn1nnc(-c2ccc(Cl)cc2)n1)NC1CCN(Cc2ccccc2)CC1 → 6%
# GPR55 beta-arrestin with O=C(Cn1c(=O)oc2ccccc21)Nc1nnc(N2CCCCCC2)s1 → -0.2%

# Some of the compounds tested (hit frequency here may not be typical).
